Compound activity as filed in PubChem.
EBNA-1 inh = blocks EBNA-1 binding to DNA; EBNA-1 DNA binding, fluorescence polarization; inhibition, % at 14.8 µM; hit rate 0.34% among 300,000; AID 1950; in the data active = inhibition above about 28%
LYPLA1 inh = LYPLA1 (human) inhibition in PME1 counter-screen; O75608; recombinant LYPLA1, FP-Rh probe fluorescence polarization; inhibition, % at 5.9 µM; hit rate 0.16% among 320,000;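 active = inhibition above the mean of all tested compounds plus 3 SD, set per campaign, cut at about 14% in these data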;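 note: inhibitors block serine hydrolase probe labeling of LYPLA1 so polarization falls; 0% = enzyme with DMSO and 100% = wells lacking LYPLA1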
Target sequence (O75608 whole entry, looked up): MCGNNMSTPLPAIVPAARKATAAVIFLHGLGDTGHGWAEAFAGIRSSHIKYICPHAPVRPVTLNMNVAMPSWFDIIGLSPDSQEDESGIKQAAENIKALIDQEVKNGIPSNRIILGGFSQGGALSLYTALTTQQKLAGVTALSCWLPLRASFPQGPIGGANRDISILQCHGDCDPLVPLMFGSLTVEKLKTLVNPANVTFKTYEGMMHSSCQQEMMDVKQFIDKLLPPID
PAFAH1B2 FP inh = PAFAH1B2 (human) inhibition. recombinant PAFAH1B2, FP-rhodamine activity probe, fluorescence polarization. AID 492953. inhibition, % at 3.39 µM. hit rate 1.2% among 340,000. P68402;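 active = inhibition above the mean of all tested compounds plus 3 SD, cut at about 24% in these data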;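 note: 0% = enzyme with DMSO and 100% = wells lacking PAFAH1B2; many of its hits are not listed in these tables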
Target sequence (P68402 whole entry, looked up): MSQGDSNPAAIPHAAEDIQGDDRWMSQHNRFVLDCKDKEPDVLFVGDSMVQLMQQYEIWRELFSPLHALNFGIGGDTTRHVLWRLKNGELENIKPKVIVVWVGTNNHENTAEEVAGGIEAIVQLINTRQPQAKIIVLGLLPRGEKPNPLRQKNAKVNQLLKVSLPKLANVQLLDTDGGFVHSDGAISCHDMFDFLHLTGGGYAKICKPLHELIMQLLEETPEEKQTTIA
LYPLA2 inh = counter-screen for PME1 inhibitors: inhibitors of human LYPLA2; recombinant LYPLA2, FP-Rh probe fluorescence polarization; O95372; inhibition, % at 5.9 µM; hit rate 0.38% among 320,000; AID 2177;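 active = inhibition above the screen-wide mean plus 3 SD, limit set per campaign, cut at about 26% in these data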;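 note: 0% = LYPLA2 with DMSO and 100% = wells lacking LYPLA2 enzyme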
PAFAH2 FP inh = PAFAH2 (human) inhibition. Q99487. inhibition, % at 3.39 µM. AID 492956. recombinant PAFAH2, FP-rhodamine activity probe, fluorescence polarization. hit rate 0.99% among 340,000;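 active = inhibition above the mean over all tested compounds plus 3 SD, cut at about 30% in these data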;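 note: inhibitors block probe labeling of enzyme so polarization drops; 0% = enzyme with DMSO and 100% = wells lacking PAFAH2 protein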
pPAFAH FP inh = inhibitors of human plasma PAF acetylhydrolase (pPAFAH); Q13093; recombinant pPAFAH, FP-rhodamine probe fluorescence polarization; inhibition, % at 3.39 µM; hit rate 1.5% among 330,000; AID 463082;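 active = inhibition above the mean inhibition across the screen plus 3 SD, cut at about 25% in these data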;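 note: inhibitors block binding of the rhodamine activity-based probe so polarization drops; 0% = enzyme with DMSO and 100% = wells lacking pPAFAH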
PAFAH1B3 FP inh = inhibitors of human PAFAH1B3 | AID 492972 | hit rate 0.28% among 340,000 | inhibition, % at 3.39 µM | Q15102 | recombinant PAFAH1B3, FP-rhodamine probe, fluorescence polarization;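 active = inhibition above the screen-wide average of all tested compounds plus 3 SD, cut at about 25% in these data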;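 note: 0% = enzyme with DMSO only and 100% = wells lacking PAFAH1B3 protein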
PREPL inh = inhibitors of human prolyl oligopeptidase-like enzyme PREPL. inhibition, % at 5.96 µM. AID 2751. recombinant PREPL, fluorescence polarization activity-based probe. hit rate 0.68% among 320,000; in the data active = inhibition above about 43%;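 note: 0% = enzyme with DMSO and 100% = wells lacking enzyme; many of its hits are not listed in these tables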
ZTA DNA inh = counter-screen for EBNA-1 inhibitors: inhibitors of Epstein-Barr virus ZTA | P03206 | ZTA-DNA binding, fluorescence polarization | inhibition, % at 11 µM | hit rate 0.15% among 320,000 | AID 2234; in the data active = inhibition above about 33%
Target sequence (P03206 whole entry, looked up): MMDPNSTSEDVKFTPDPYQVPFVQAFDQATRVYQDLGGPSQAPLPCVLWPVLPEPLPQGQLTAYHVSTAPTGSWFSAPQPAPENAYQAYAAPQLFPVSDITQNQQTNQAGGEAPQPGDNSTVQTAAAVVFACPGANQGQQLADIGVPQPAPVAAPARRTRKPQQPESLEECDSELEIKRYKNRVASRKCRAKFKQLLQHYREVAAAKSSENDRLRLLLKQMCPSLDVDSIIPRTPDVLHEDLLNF
Numbers without * were called inactive; x = no result given.

1	COc1ccc(C(=O)N2CCCCCC2)cc1OC1CCN(C(C)C)CC1
2	COc1ccccc1NC(=O)CSc1nnc(-c2ccoc2C)n1C
3	CCCCc1nc(SCC(=O)Nc2nnc(C(C)C)s2)n[nH]1
4	O=C1c2cccc3cccc(c23)C(=O)N1CCN1CCN(C(=S)Nc2ccccc2)CC1
5	COc1cccc(OCCNc2ccc([N+](=O)[O-])cn2)c1
Assay by compound	1	2	3	4	5
EBNA-1 inh	0	-10	2	10	x
LYPLA1 inh	2	1	-3	-2	-1
PAFAH1B2 FP inh	0	-2	2	2	3
LYPLA2 inh	1	2	0	11	3
PAFAH2 FP inh	-2	4	-2	-4	2
pPAFAH FP inh	1	3	2	0	4
PAFAH1B3 FP inh	-1	7	4	-4	-11
PREPL inh	15	3	-7	13	-3
ZTA DNA inh	-19	2	-8	9	-1

6	COc1cccc(C(=O)N2CCN(S(C)(=O)=O)CC2)c1
7	CCn1c(SCC(=O)NCC2CCCO2)nnc1-c1c[nH]c2ccccc12 (configuration not stated)
8	CN(CC(=O)Nc1ccc(F)c(F)c1F)C(=O)C1CCCCC1
9	COc1ccc(S(=O)(=O)N2CCOC2CNC(=O)C(=O)NCc2ccc3c(c2)OCO3)cc1 (configuration not stated)
10	Cc1ccc(-n2nc(C)cc2Nc2ncc(Cl)cc2Cl)cc1
Assay by compound	6	7	8	9	10
EBNA-1 inh	-4	7	x	4	-4
LYPLA1 inh	1	-2	x	-2	1
PAFAH1B2 FP inh	5	7	9	11	3
LYPLA2 inh	5	2	x	3	1
PAFAH2 FP inh	2	-2	6	-1	-5
pPAFAH FP inh	2	0	2	7	2
PAFAH1B3 FP inh	3	7	-1	13	4
PREPL inh	4	22	6	2	1
ZTA DNA inh	-2	-5	x	-7	-8

11	CN1CCN(Cc2ccc(-c3ccc(Cl)cc3)o2)CC1
12	CCOC(=O)c1ccc(N=Cc2nc3ccccc3n2C)cc1
13	CC(=O)N1CCc2cc(S(=O)(=O)CCC(=O)NCc3ccc(Cl)cc3)ccc21
14	COc1cccc(NC(=O)Nc2cc(C)ccc2OC)c1
15	CSCC[C@H](NC(=O)[C@@H]1Cc2ccccc2CN1)C(=O)NC[C@H]1CC[C@H](C(=O)O)CC1
Assay by compound	11	12	13	14	15
EBNA-1 inh	-14	-2	-8	-7	6
LYPLA1 inh	2	1	-2	-2	1
PAFAH1B2 FP inh	4	8	-3	-2	-5
LYPLA2 inh	4	-2	-9	-4	7
PAFAH2 FP inh	3	-6	1	1	2
pPAFAH FP inh	-6	0	0	6	2
PAFAH1B3 FP inh	5	6	-1	11	7
PREPL inh	4	3	12	2	11
ZTA DNA inh	-8	-9	-7	-9	-9

(next part)
Screens by letter: A = EBNA-1 inh; B = LYPLA1 inh; C = PAFAH1B2 FP inh; D = LYPLA2 inh; E = PAFAH2 FP inh; F = pPAFAH FP inh; G = PAFAH1B3 FP inh; H = PREPL inh; I = ZTA DNA inh
[16] CC(C)(C)n1nc(-c2ccc(Cl)cc2)c2c(N)ncnc21
  A: -8; B: 2; C: 0; D: 1; E: -9; F: 7; G: 7; H: 1; I: 4
[17] CCCCCn1c(N)c(-c2nc3ccccc3o2)c2c([N+](=O)[O-])nn(CC)c(=O)c21
  A: -10; B: 4; C: 8; D: 2; E: 15; F: -4; G: -10; H: 6; I: -12
[18] O=S(=O)(c1ccc(NC(=S)NN=C(Cc2ccccc2)Cc2ccccc2)cc1)N1CCOCC1
  A: 5; B: -15; C: -1; D: -3; E: -1; F: 9; G: 3; H: 0; I: -3
[19] CC(=O)O[C@H]1CC[C@@]2(C)C(=CC[C@H]3[C@@H]4CC[C@H](C(C)=O)[C@@]4(C)CC[C@@H]32)C1
  A: -1; B: -2; C: -2; D: -4; E: -11; F: 2; G: 9; H: 4; I: 6
[20] CC12OC1C1(O)CCCC1=CC2=O (configuration not stated)
  A: -3; B: 0; C: x; D: -2; E: x; F: 5; G: x; H: -1; I: 12
[21] O=C(OC1CCCCC1=O)c1cc(Cl)ccc1[N+](=O)[O-] (configuration not stated)
  A: -3; B: 0; C: 3; D: -3; E: 0; F: -3; G: 3; H: 4; I: -35
[22] CC(=O)Nc1ccc(Sc2ccccc2C(=O)O)c(C(=O)O)c1
  A: -9; B: -2; C: -4; D: -4; E: -5; F: 0; G: 2; H: -4; I: 13
[23] CCC(CC)C(=O)Nc1cccc(C(=O)Nc2nccs2)c1
  A: 5; B: 2; C: 6; D: -6; E: 3; F: 0; G: 2; H: -1; I: 3
[24] Cc1cc(CSc2ccccc2C(=O)O)on1
  A: 4; B: 1; C: 0; D: -3; E: -7; F: 3; G: 8; H: -2; I: -1
[25] Cc1[nH]c2ccc(C(=O)N3CCN(c4ccccn4)CC3)cc2c1C
  A: 4; B: 2; C: 1; D: -3; E: 3; F: 7; G: -4; H: 8; I: 15
[26] O=C(CN1CCCC1)Nc1ccc(S(=O)(=O)N2CCCCC2)cc1
  A: 6; B: -3; C: 4; D: 2; E: -4; F: 3; G: 4; H: 14; I: -18
[27] Cc1ccc(NC(=O)CSc2nnc(-c3ccncc3)o2)cc1
  A: 8; B: 2; C: 0; D: -2; E: 1; F: 2; G: 5; H: -10; I: 5
[28] CCOC(=O)Cc1c(C)nc2c(-c3cccc(Br)c3)c[nH]n2c1=O
  A: 8; B: 6; C: 9; D: 7; E: 33*; F: 14; G: 5; H: 12; I: 23
[29] CCOC(=O)c1cc(CC)sc1NC(=O)COC(=O)c1cnccn1
  A: 1; B: 0; C: -1; D: 4; E: -4; F: 4; G: -1; H: 3; I: -4

Another view of some results above.
cpd | canonical_smiles | EBNA-1 inh | LYPLA1 inh | PAFAH1B2 FP inh | LYPLA2 inh | PAFAH2 FP inh | pPAFAH FP inh | PAFAH1B3 FP inh | PREPL inh | ZTA DNA inh
17 | CCCCCn1c(N)c(-c2nc3ccccc3o2)c2c([N+](=O)[O-])nn(CC)c(=O)c21 | -10 | 4 | 8 | 2 | 15 | -4 | -10 | 6 | -12
18 | O=S(=O)(c1ccc(NC(=S)NN=C(Cc2ccccc2)Cc2ccccc2)cc1)N1CCOCC1 | 5 | -15 | -1 | -3 | -1 | 9 | 3 | 0 | -3
19 | CC(=O)O[C@H]1CC[C@@]2(C)C(=CC[C@H]3[C@@H]4CC[C@H](C(C)=O)[C@@]4(C)CC[C@@H]32)C1 | -1 | -2 | -2 | -4 | -11 | 2 | 9 | 4 | 6
20 | CC12OC1C1(O)CCCC1=CC2=O (configuration not stated) | -3 | 0 | x | -2 | x | 5 | x | -1 | 12
21 | O=C(OC1CCCCC1=O)c1cc(Cl)ccc1[N+](=O)[O-] (configuration not stated) | -3 | 0 | 3 | -3 | 0 | -3 | 3 | 4 | -35
22 | CC(=O)Nc1ccc(Sc2ccccc2C(=O)O)c(C(=O)O)c1 | -9 | -2 | -4 | -4 | -5 | 0 | 2 | -4 | 13
23 | CCC(CC)C(=O)Nc1cccc(C(=O)Nc2nccs2)c1 | 5 | 2 | 6 | -6 | 3 | 0 | 2 | -1 | 3
24 | Cc1cc(CSc2ccccc2C(=O)O)on1 | 4 | 1 | 0 | -3 | -7 | 3 | 8 | -2 | -1
25 | Cc1[nH]c2ccc(C(=O)N3CCN(c4ccccn4)CC3)cc2c1C | 4 | 2 | 1 | -3 | 3 | 7 | -4 | 8 | 15
26 | O=C(CN1CCCC1)Nc1ccc(S(=O)(=O)N2CCCCC2)cc1 | 6 | -3 | 4 | 2 | -4 | 3 | 4 | 14 | -18
27 | Cc1ccc(NC(=O)CSc2nnc(-c3ccncc3)o2)cc1 | 8 | 2 | 0 | -2 | 1 | 2 | 5 | -10 | 5
28 | CCOC(=O)Cc1c(C)nc2c(-c3cccc(Br)c3)c[nH]n2c1=O | 8 | 6 | 9 | 7 | 33* | 14 | 5 | 12 | 23
29 | CCOC(=O)c1cc(CC)sc1NC(=O)COC(=O)c1cnccn1 | 1 | 0 | -1 | 4 | -4 | 4 | -1 | 3 | -4

Only part of the results is shown; the hit share may differ from the screen's.
